Bioassay records: PubChem BioAssay, NCI
Growth percent in the NCI-60 one-dose screen (48 h, 10 µM unless noted): 100 = growth as untreated, 0 = no growth, -100 = all killed.
KM12 – KM12 colon cancer cells; 5% of 82,000 active
SW-620 – SW-620 colon cancer; 5.2% of 82,000 active
SNB-19 – SNB-19 CNS cancer cells; 2.5% of 81,000 active
HT29 – HT29 colon cancer; 7.4% of 81,000 active; AID 1794748
COLO 205 – COLO 205 colon cancer; 7.3% of 79,000 active; AID 1794742
HCT-116 – HCT-116 colon cancer | 7.3% of 82,000 active | AID 1794798
HCC-2998 – HCC-2998 colon cancer. 4.7% of 79,000 active. AID 1794799
HCT-15 – HCT-15 colon cancer | 5.2% of 82,000 active
SNB-75 – SNB-75 CNS cancer | 5% of 79,000 active
* hit, by the source's call; / = no result given. The calls were made as follows: active = growth percent below 10; inactive = the rest.

SMILES	KM12	SW-620	SNB-19	HT29	COLO 205	HCT-116	HCC-2998	HCT-15	SNB-75
C#CCOc1ccc(/C=N/Nc2nc(-c3cc4ccc(OC)cc4oc3=O)cs2)cc1	82	91	96	98	92	98	97	90	86
COc1ccc(/C=C(\c2cc(OC)c(OC)c(OC)c2)c2nnc(-c3ccc(C)cc3)o2)cc1	97	101	100	97	89	91	100	64	79
C#CCOc1ccccc1C(Nc1ccccc1)c1nnnn1C1CCCCC1 (centres undefined)	95	104	95	105	112	84	106	95	102
CCCCCOc1ccc(/C=N/Nc2cc(C)nc3ccc(Br)cc23)cc1	-65*	-61*	43	4.5*	-50*	-80*	-58*	-91*	85
Cc1ccccc1Nc1nc(SC(C)C)nc(-c2ccccc2)c1C#N	94	43	20	53	119	3.0*	86	58	101
Clc1ccc2[nH]cc([C@@H]3CCC[C@H](c4c[nH]c5ccc(Cl)cc45)c4c3[nH]c3ccc(Cl)cc43)c2c1	33	46	64	32	64	41	54	59	59
O=C(NNC(=S)Nc1cccnc1)c1cc2ccc1CCc1ccc(cc1)CC2	89	71	70	88	95	64	83	51	/
Cc1ccc(-n2c(-c3ccccc3)c(-c3ccccc3)c3c(SCC(=O)n4[nH]c(N)cc4=O)ncnc32)cc1	98	90	92	94	94	78	113	101	97
C=C[C@H]1CCC/C=C/[C@@H]2C[C@H](O)C[C@H]2[C@H](O)/C=C/C(=O)O1	-59*	-64*	22	-52*	-83*	-77*	-62*	5.8*	26
COC(=O)c1ccc2oc(NC(=O)c3ccc(Nc4ccc([N+](=O)[O-])cc4C)c([N+](=O)[O-])c3)nc2c1	103	103	99	97	107	106	101	104	98
CCCCCCCCCCCCCCC(C(=O)OCC)C(=O)OCC	108	107	102	115	115	109	106	99	95
O=C1c2ccccc2C(O)(c2ccc(Cl)cc2)c2ccc(Cl)cc21 (centres undefined)	96	99	104	82	/	75	95	103	94
CC1=C(C(=O)N=C(N)C(Cl)(Cl)Cl)SCCO1	101	108	101	/	104	99	98	100	84
O=C(O)C#Cc1ccccc1	103	105	102	100	111	104	89	116	93
N#Cc1cnn(C(=O)c2ccccc2Br)c1NC(=O)c1ccc(Cl)cc1Cl	103	/	100	107	104	92	112	101	80
c1ccc(Cc2cc(-c3cc(Cc4ccccc4)[nH]n3)n[nH]2)cc1	66	85	91	105	115	96	109	95	84
Cc1ccnc(NS(=O)(=O)c2ccc(N=Nc3c(N)nc(N)nc3N)cc2)n1	115	98	102	103	123	111	125	101	81
CCOC(=O)c1sc(/N=C2\NC(=O)/C(=C/c3cn(C)c4ccccc34)S2)nc1C	102	106	105	97	112	100	106	103	95
Cc1nn(-c2ccccc2)c(N2CCCCC2)c1/C=N/NC(=O)Cn1c(=O)sc2ccccc21	54	81	71	57	88	77	68	61	75
CC(=C/c1ccccc1)/C=N/Nc1ccc(S(=O)(=O)c2ccc(N/N=C/C(C)=C\c3ccccc3)cc2)cc1	101	110	102	106	111	87	91	99	93

Part of the list above, field by field:
Compound: C=C[C@H]1CCC/C=C/[C@@H]2C[C@H](O)C[C@H]2[C@H](O)/C=C/C(=O)O1
  KM12: -59*	SW-620: -64*	SNB-19: 22	HT29: -52*	COLO 205: -83*	HCT-116: -77*	HCC-2998: -62*	HCT-15: 5.8*	SNB-75: 26

Compound: COC(=O)c1ccc2oc(NC(=O)c3ccc(Nc4ccc([N+](=O)[O-])cc4C)c([N+](=O)[O-])c3)nc2c1
  KM12: 103	SW-620: 103	SNB-19: 99	HT29: 97	COLO 205: 107	HCT-116: 106	HCC-2998: 101	HCT-15: 104	SNB-75: 98

Compound: CCCCCCCCCCCCCCC(C(=O)OCC)C(=O)OCC
  KM12: 108	SW-620: 107	SNB-19: 102	HT29: 115	COLO 205: 115	HCT-116: 109	HCC-2998: 106	HCT-15: 99	SNB-75: 95

Compound: O=C1c2ccccc2C(O)(c2ccc(Cl)cc2)c2ccc(Cl)cc21 (centres undefined)
  KM12: 96	SW-620: 99	SNB-19: 104	HT29: 82	COLO 205: /	HCT-116: 75	HCC-2998: 95	HCT-15: 103	SNB-75: 94

Further records follow.
SMILES	KM12	SW-620	SNB-19	HT29	COLO 205	HCT-116	HCC-2998	HCT-15	SNB-75
Fc1ccc(Nc2nnc(-c3cc(F)c(F)c(F)c3)o2)cc1Cl	109	108	103	108	123	103	123	106	107
Cc1[nH]c(C2CC(c3ccccc3)=NN2c2ccc(Cl)cc2)c(C)c1C(=O)O (centres undefined)	98	100	95	102	122	98	98	92	85
COc1cc2c(cc1OCCCN1CCN(CCCOc3cc4c(cc3OC)C(=O)N3CCC[C@H]3C=N4)CC1)C=CC(C)(C)O2	-82*	-100*	-95*	-100*	-77*	-96*	-82*	-98*	-98*
COC(=O)c1ccc(C(=O)Nc2cccc(-c3cc(=O)c4c(OC)c(OC)c(OC)cc4o3)c2)cc1	105	104	101	99	93	92	109	87	97
CCCCN(CCCC)Cc1c(C)[nH]c2cc(OC)ccc2c1=O	104	101	/	94	101	95	95	107	90
O=C(Nc1ccn(C2OC(CO)C(O)C2O)c(=O)n1)c1ccccc1 (centres undefined)	113	111	104	116	120	106	105	108	76
O=c1c(-c2n[nH]c(=S)n2-c2ccccc2)cnc2nc[nH]n12	104	101	104	105	122	105	104	99	112
O=C(CCC1CCCCC1)OCCCl	98	107	108	112	111	110	93	110	103
CN(N=O)C(=O)N[C@@H]1[C@@H](O)[C@H](O)[C@@H](CO)O[C@@H]1O	103	101	112	110	113	105	113	95	105
Cc1cnc(C(=O)NNc2nc3sc4c(c3c(=O)n2C)C(C)CCC4)cn1 (centres undefined)	6.3*	10	-15*	-2.9*	0.1*	3.8*	30	16	1.6*
O=C1CCC(Nc2cccc(Cl)c2)N1 (centres undefined)	101	109	96	95	106	110	102	99	90
C/C(=N/NC(N)=O)c1ccc2c3c(cc(Br)c2c1)CCCC3	103	108	93	100	117	95	124	91	82
NC(=O)c1cc(Cl)ccc1NC(=O)c1ccccc1-c1ccccc1	17	27	32	9.1*	-14*	23	49	28	-5.9*
O=C(/C=C/c1cn(-c2ccccc2)nc1-c1ccccc1)OCc1cn(-c2ccc([N+](=O)[O-])cc2)nn1	83	87	66	63	74	52	89	97	81
COC(=O)c1ccc(CSc2nnc(-c3c(C)nc4ccc(Br)cn34)o2)cc1	111	105	100	118	118	112	111	103	86
c1ccc(Cc2nnc3n2CCC(c2ccccc2)S3)cc1 (centres undefined)	97	99	115	121	116	104	103	100	97
O=C(O)c1ccc(-n2cc(CNc3ccc(Br)cc3)c(-c3ccc(F)cc3)n2)cc1	103	102	94	114	123	87	110	74	120
Cc1nn(-c2ccccc2)c(N2CCOCC2)c1-c1nc2ccccc2[nH]1	91	90	97	98	119	89	116	102	80
Cc1ccc(C(=O)NN2C(=O)/C(=C/C=C/c3ccc([N+](=O)[O-])o3)SC2=S)cc1	-83*	-69*	-100*	-74*	-84*	-78*	-90*	-66*	-85*
Cc1ccc(Nc2nc(-c3ccc(O)cc3)nc3n[nH]c(Nc4ccccc4)c23)cc1	25	26	/	70	56	33	43	43	50

Compound profiles, from the list above. Screens in order: KM12 | SW-620 | SNB-19 | HT29 | COLO 205 | HCT-116 | HCC-2998 | HCT-15 | SNB-75
Cc1ccc(C(=O)NN2C(=O)/C(=C/C=C/c3ccc([N+](=O)[O-])o3)SC2=S)cc1 is entered as -83* | -69* | -100* | -74* | -84* | -78* | -90* | -66* | -85*
O=c1c(-c2n[nH]c(=S)n2-c2ccccc2)cnc2nc[nH]n12 is entered as 104 | 101 | 104 | 105 | 122 | 105 | 104 | 99 | 112
O=C(Nc1ccn(C2OC(CO)C(O)C2O)c(=O)n1)c1ccccc1 (centres undefined) is entered as 113 | 111 | 104 | 116 | 120 | 106 | 105 | 108 | 76
Fc1ccc(Nc2nnc(-c3cc(F)c(F)c(F)c3)o2)cc1Cl is entered as 109 | 108 | 103 | 108 | 123 | 103 | 123 | 106 | 107

The list continues.
SMILES	KM12	SW-620	SNB-19	HT29	COLO 205	HCT-116	HCC-2998	HCT-15	SNB-75
CCOC(=O)c1cc(C(=O)c2ccc(Br)cc2)n2ccc(/C=C/c3ccn4c(C(=O)c5ccc(OC)cc5)cc(C(=O)OCC)c4c3)cc12	100	97	88	98	108	92	108	100	74
CCSc1nc(-c2cccnc2)cc(-c2ccc(OC)c(OC)c2)c1C#N	87	100	88	97	93	78	97	83	87
CCCCC(O)Cn1ncc(C(=O)N/N=C\c2ccc(OC(F)F)c(OC)c2)c1N (centres undefined)	100	101	95	105	98	104	101	100	90
COc1ccc(N=NN(C)C(=O)c2ccccc2)cc1	71	112	89	107	141	93	98	98	90
Nc1ccc(C(=O)Nc2cccc(-c3nc4ccccc4c(=O)[nH]3)c2)cc1	94	87	96	95	104	91	101	108	77
C=C(C(N)=O)C(N)C(=O)O (centres undefined)	96	109	111	100	/	92	108	109	108
COc1cccc(NC(=O)c2sc3nc4c(cc3c2N)C(O)CCC4)c1 (centres undefined)	17	24	49	4.7*	-7.7*	12	20	19	45
CC(C)C[C@H](NC(=O)CCn1ccc2ccccc2c1=O)B(O)O	69	34	66	26	49	17	60	62	78
Nc1nc2ccccc2c2c(=O)c3cc(F)ccc3sc12	99	107	101	100	110	99	97	99	93
O=C(Cn1cc(CSc2nc3ccccc3o2)nn1)Nc1ccc([N+](=O)[O-])cc1	95	102	96	94	110	98	110	106	79
O=C(CCc1nnc2sc(Nc3ccc(Cl)cc3)nn12)c1nc2ccccc2[nH]1	89	85	100	102	/	88	98	88	94
N#CC(C#N)N=Nc1ccc(Cl)cc1	86	15	94	25	-34*	17	75	15	72
CN(C)CCc1c[nH]c2ccc(CS(=O)(=O)N3CCCC3)cc12	108	99	110	105	111	109	99	102	95
CCCN1CC(c2ccc(OC)c(OC)c2)=C(c2c[nH]c3ccccc23)C1=O	98	101	89	107	108	97	105	53	52
COC(=O)c1nc(-c2ccccc2)oc1S(=O)(=O)n1nc(-c2ccccc2)cc1N	92	11	101	43	-8.1*	85	108	64	93
CCC(=O)NC(O)C(Cl)(Cl)C(C)Cl (centres undefined)	103	105	98	95	114	103	101	96	92
O=C1CC(N2C(=O)CSC2=S)C(=O)N1c1ccc(O)cc1 (centres undefined)	115	112	99	108	109	103	102	102	97
Cn1c(C(=O)c2ccncc2)cc2ccccc21	107	106	106	102	/	99	/	108	61
CC(c1nnnn1-c1ccc(Br)cc1)N1C(=O)c2ccccc2C1=O (centres undefined)	100	99	99	109	115	108	101	105	88
Cc1ccc(S(=O)(=O)N=S(C)C)cc1	106	107	102	102	112	103	104	104	94
CCOC(=O)C1=C(N)N(c2ccc(C)cc2)C2=C(C(=O)CC(C)(C)C2)C1c1ccccc1OC (centres undefined)	108	105	93	116	134	103	106	98	105
c1ccc(C2=C(c3ccccc3)C(c3ccccc3)=C(c3ccccc3)C2)cc1	97	95	98	99	117	80	106	94	117
COc1ccc(C2CC(=O)C=C3c4ccc(OC)cc4CCC32)cc1 (centres undefined)	97	96	109	91	/	91	109	97	140
N#Cc1c(NC(=O)NCc2ccccc2)sc2c1CCCC2	21	24	34	13	10	12	22	20	27
COc1ccc2sc(C)cc(=O)c2c1	106	105	106	104	120	100	109	99	102
O=C(CSc1nnc(-c2ccc3nc(-c4ccccc4)[nH]c3c2)o1)Nc1ccccc1	100	104	102	101	108	100	106	92	99
Cc1ccc([P+](Cc2ccccc2)(c2ccccc2)c2ccccc2)cc1	8.3*	24	25	3.4*	-69*	4.1*	22	87	6.5*
CCN(CC)CCCSCCCNc1cc(OC)cc2cccnc12	93	92	104	43	108	85	/	102	68
COc1ccc(OC)c(-c2nc3ccccc3s2)c1	98	101	97	106	114	94	102	91	80
COc1ccc(-c2nc(-c3ccccc3)c(-c3ccccc3)n2-c2ccc(C(=O)O)cc2)cc1	96	100	98	96	109	90	99	91	86
Cc1ccc2nc(NC(=O)CSc3nc(-c4ccccc4)c(C#N)c(-n4nc(C)cc4C)n3)sc2c1	96	98	102	110	122	86	104	98	85
C/C(=C(/C)C1CC1CCNS(=O)(=O)c1ccc(C)cc1)c1ccc(-c2ccccc2)cc1 (centres undefined)	91	97	97	90	110	81	108	85	99
COc1ccc(Cn2c(Br)c3c(c2Br)-c2nc(NC(=O)c4ccc(OC)cc4)sc2CC3)cc1	80	84	80	85	103	76	108	93	48
COc1ccc2c(c1)O/C(=C\c1ccc(OCC(=O)Nc3nccs3)cc1)C2=O	100	104	103	111	117	93	25	106	59
N[C@@H](Cc1ccccc1)[C@@H](O)C(=O)NCCc1ccccc1	101	101	99	105	107	100	115	102	98
Cc1cccc(NC(=O)Nc2ccc3[nH]c(=O)c(=O)[nH]c3c2)c1	118	96	104	107	116	120	105	99	74
CCCNCC(O)COc1ccccc1C(=O)CCc1ccccc1 (centres undefined)	125	102	91	83	74	80	94	103	68
COc1cc(N=Nc2cc(S(=O)(=O)O)cc3cc(S(=O)(=O)O)cc(O)c23)c(C)cc1N=Nc1c(S(=O)(=O)O)cc2cc(Nc3ccccc3)ccc2c1O	102	108	104	105	129	98	105	110	91
Clc1ccc(-n2ncc3c2CCc2cccnc2-3)cc1	100	98	83	86	107	100	103	90	94
C[C@]12CCC(=O)C=C1CC[C@@H]1[C@@H]2CC[C@]2(C)C3C(=O)CC4C(=O)N(Cc5ccccc5)C(=O)C4C3C[C@@H]12 (some centres undefined)	102	104	101	78	109	75	98	97	85
Nc1nc(SCc2cccc(CCl)c2)c2[nH]cnc2n1	77	66	91	80	108	68	106	97	91
c1ccc(-c2onc3ccc(-n4nncc4-c4cccs4)cc23)cc1	100	96	95	89	108	89	112	103	100
CSc1nc(O)c(-c2ccccc2)c(=O)[nH]1	103	99	100	100	103	99	/	102	97
Oc1cccc(O)c1O	95	105	98	103	144	98	114	99	96
Cc1cc(=O)oc2cc(OCC(O)CNN3C(=O)c4cccc5c(N6CCCCC6)ccc(c45)C3=O)ccc12 (centres undefined)	95	106	86	76	94	70	102	48	120
